Assay outcomes from PubChem BioAssay.
KOR beta-arrestin-1: KOR antagonists, beta-arrestin recruitment, cell-based, luminescence, uHTS (AID 1778) | actives 0.091% (n = 290,000) | inhibition, % at 10 µM, or IC50 in µM where a hit was titrated | KOR beta-arrestin recruitment, luminescence, antagonist mode; higher % means a stronger effect; also: strong numbers were not always called active
NOD1 inhibition: inhibition of NOD1-driven NF-kB reporter – cell-based, luminescence, uHTS, primary screen (AID 1578); NOD1-driven NF-kB luciferase reporter cells, luminescence; higher % means a stronger effect; inhibition, % at 4 µM; hits with a dose series show EC50 in µM; actives 1% (n = 290,000); in the data active = inhibition mostly above about 36%, no sharp cut-off; inactive = mostly below about 34%;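 also: HEK-293T reporter cells stimulated with the NOD1 agonist gamma-tri-DAP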
HIV fusion peptide: cell-free HIV fusion peptide-binding blockers – biochemical, uHTS, fluorescence dequenching, primary screen (AID 1986) | cell-free peptide binding, fluorescence dequenching, 30 min; higher % means a stronger effect | inhibition, % at 20 µM, or IC50 in µM where a hit was titrated | actives 0.3% (n = 290,000); in the data active = inhibition mostly above about 52%, no sharp cut-off; inactive = mostly below about 76%; also: some results filed as inactive read as strong as hits
West Nile virus CPE: West Nile virus antiviral activity, cell-based, CPE readout (AID 1621); West Nile virus-infected cells, CPE inhibition; higher % means a stronger effect; CPE inhibition, % at 10 µM, or IC50 in µM where a hit was titrated; actives 0.02% (n = 290,000); in the data active = a potency from the dose series; also: strong numbers were not always called active
HEK293 NOD2/NF-kB: inhibition of NOD2-driven NF-kB reporter – cell-based, luminescence, uHTS, HEK293 (AID 1566); HEK293 NOD2/NF-kB luciferase reporter, luminescence; higher % means a stronger effect; actives 0.63% (n = 290,000); inhibition, % at 4 µM; hits with a dose series show EC50 in µM; also: many of its hits are not listed in these tables
AID2073: disruptors of CaV2.2 binding to Mint1 – biochemical, HTRF (AID 2073). actives 0.19% (n = 290,000). HTRF protein-protein interaction, Mint1-CaV2.2; higher % means a stronger effect. inhibition, % at 20 µM, or IC50 in µM where a hit was titrated; in the data active = inhibition mostly above about 51%, no sharp cut-off; also: some results filed as inactive read as strong as hits
NS5 inhibitors: flavivirus cap methylation enzyme inhibition – biochemical, confirmation dose response, primary screen (AID 588689); one-dose inhibition, % at 25 µM; IC50 in µM for titrated hits; Dengue-2 NS5 methyltransferase capping enzyme assay, biochemical; higher % means a stronger effect; actives 0.3% (n = 340,000); in the data active = a potency from the dose series
Yfh1-depleted yeast: mitochondrial function rescue without frataxin homolog – Friedreich's ataxia, plus single-dose screen, dose response (AID 1465); S. cerevisiae Yfh1-off respiration, WST-1 reduction, 72 h; higher fold induction means a stronger effect; fold induction at 50 µM, or EC50 in µM where a hit was titrated; actives 0.074% (n = 220,000);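 active = fold induction of absorbance versus untreated yeast above a set limit, then at least 30% activation at any dose in follow-up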;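 also: activators that raise dye reduction in frataxin-depleted yeast; strong numbers were not always called active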
KOR beta-arrestin-2: KOR agonists, beta-arrestin recruitment, primary screen, cell-based, luminescence, uHTS (AID 1777). KOR beta-arrestin recruitment, luminescence; higher % means a stronger effect. actives 0.02% (n = 280,000). activation, % at 10 µM; hits with a dose series show EC50 in µM; in the data active = activation above about 50%, passing the limit was not always enough; also: a part of the inactive calls stands beside numbers as strong as those of hits
NS5 inhibitors pilot replicate: further read-out of NS5 inhibitors, marked with its call; inhibition, %; measured here: pilot screen replicate inhibition
Numbers without * were called inactive; i = inactive; / = no result given; [ ] = another dose, or the depositor's remark. Rule as the data show it, unless noted: active = inhibition above about 50%; inactive = the rest. An excerpt; count on the stated rates, not on these rows.

Sample of the layout:
SMILES | KOR beta-arrestin-1 | NOD1 inhibition | HIV fusion peptide | West Nile virus CPE | HEK293 NOD2/NF-kB | AID2073 | NS5 inhibitors | Yfh1-depleted yeast | KOR beta-arrestin-2 | others
O=C(c1ncn[nH]1)N1CCN(c2nc(-c3ccccc3)cs2)CC1 | -25.5% | -2.8% | 0.8% | 0.3% | -12.9% | -18.1% | -5.0% | i | 4.7%
CC(C)c1ccc2c(c1)C(=O)NC(C)(C)C2 | 1.7% | -15.8% | 1.6% | -0.4% | -1.2% | -1.3% | -2.9% | i | -5.2%

The list itself, from the start:
SMILES | KOR beta-arrestin-1 | NOD1 inhibition | HIV fusion peptide | West Nile virus CPE | HEK293 NOD2/NF-kB | AID2073 | NS5 inhibitors | Yfh1-depleted yeast | KOR beta-arrestin-2 | others
O=C(c1ncn[nH]1)N1CCN(c2nc(-c3ccccc3)cs2)CC1 | -25.5% | -2.8% | 0.8% | 0.3% | -12.9% | -18.1% | -5.0% | i | 4.7%
CC(C)c1ccc2c(c1)C(=O)NC(C)(C)C2 | 1.7% | -15.8% | 1.6% | -0.4% | -1.2% | -1.3% | -2.9% | i | -5.2%
Cc1cccc(C(=O)Nc2ccc(N3CCN(S(C)(=O)=O)CC3)cc2)c1 | -121.4%[20 µM] | 7.2% | -2.5% | -0.3% | -43.0% | 0.5% | -5.2% | i | 0.7%
COc1ccc(C(C)NC(=O)CC23CC4CC(CC(C4)C2)C3)cc1 (configuration not stated) | -14.5%[20 µM] | -12.5% | -0.7% | -1.8% | 9.5% | 7.0% | -5.0% | / | -6.1%
CCCCc1n[nH]c2c1C(=O)CC(C)(C)C2 | 4.8% | 3.0% | -2.4% | 0.5% | 12.0% | -4.5% | -3.5% | i | 8.7%
CN(C(=O)Nc1cccc(C(F)(F)F)c1)C1CCCCC1 | 3.4% | -13.3% | 1.6% | 0.6% | -19.4% | 10.6% | -4.6% | i | 7.1%
COc1ccc(NC(=O)CN2CCN(CC#N)CC2)cc1 | 19.9%[20 µM] | -48.9% | 1.0% | 0.4% | -2.5% | 12.0% | -8.2% | / | -9.1%
Cc1cc(C(=O)N/N=C/c2ccc(Br)o2)n[nH]1 | -5.3% | -24.2% | 1.0% | -0.5% | -0.1% | 0.0% | -12.7% | / | -2.4%
O=C(CCc1nc(-c2ccccc2)no1)NCc1cccnc1 | 8.8% | -15.9% | 0.2% | 0.5% | 6.9% | 2.5% | -0.8% | i | 3.0%
O=C(NNC(=O)[C@@H]1CCCC[C@@H]1C(=O)O)c1cccs1 | -16.4% | -37.1% | -0.5% | -0.1% | 3.7% | -0.8% | -5.6% | i | 2.6%
CCCn1c(=O)c(C(=O)NC(C)c2ccccc2)c(O)c2ccccc21 (configuration not stated) | 5.3% | -10.9% | 1.5% | -1.5% | 16.4% | 22.8% | 2.9% | / | -2.2%
CN(Cc1ccccc1)C(=O)c1ccc(NC2=NC3CS(=O)(=O)CC3S2)cc1 (configuration not stated) | -6.9%[20 µM] | -6.5% | 1.4% | 0.2% | 10.8% | -3.2% | 1.4% | / | 4.0%
Cc1ccc(C(=O)NC2=NCCS2)cc1 | 46.1% | -11.7% | -2.0% | 0.2% | -66.4% | 3.8% | / | i | -1.3%
Fc1ccc(CSc2ccc(-c3ccco3)nn2)cc1 | -6.3% | -42.4% | 30.2% | -0.3% | -62.7% | 41.1% | -7.2% | i | 0.4%
FC(F)(F)c1cccc(NC(=S)NCCc2ccccn2)c1 | -9.3% | -25.4% | 2.5% | -0.5% | 3.4% | -13.4% | -2.7% | i | 1.7% | NS5 inhibitors pilot replicate=-3.0
CCCCc1cc(=O)oc2c3c(cc(OCC(=O)NCCCO)c12)OC(C)(C)CC3 | 8.0% | -10.9% | -2.7% | -0.5% | 16.0% | 24.9% | 2.6% | / | -3.4%
COc1cc(OC)cc(C(=O)N2CCN(C(=O)c3cccc(F)c3)CC2)c1 | -22.8% | -15.7% | 1.3% | -0.3% | 1.4% | -18.3% | -5.3% | i | 4.0%
COc1ccc(CC(=O)Nc2sc3c(c2C(N)=O)CCCC3)cc1OC | -42.4% | 36.8% | 1.7% | -0.4% | 36.3% | -6.2% | -4.1% | / | 4.0%
COc1ccc(NC(=O)[C@H](C)NC(=O)C2CCN(S(=O)(=O)c3ccc(OC)cc3)CC2)cc1 | -7.6% | -21.7% | 0.8% | -0.5% | -1.6% | 48.7% | 2.3% | / | 7.5%
COc1cccc(C(=O)N/N=c2\sc3ccccc3n2C)c1 | -6.4% | -23.1% | -0.5% | -0.5% | 1.2% | -16.4% | -2.2% | i | -0.8%
Cc1c(CNC(=O)c2cnn3c2NC(c2ccc(Br)cc2)CC3C(F)(F)F)cnn1C (configuration not stated) | -2.6% | -6.6% | 0.8% | -0.6% | 13.0% | 1.0% | -1.1% | i | 4.2%
COc1ccc(/C=C/C(=O)OCC(=O)N2CC(=O)Nc3ccccc32)cc1 | 10.1% | -19.8% | -0.9% | -0.5% | 14.2% | 7.3% | 4.5% | i | 2.5%
CCCOC(=O)Nc1c(C)cccc1C(C)C | -38.9%[20 µM] | -15.9% | -0.2% | 0.8% | -7.7% | -1.8% | -6.2% | i | -3.2%

Sorted by heavy-atom count (rising): part of the list above.
SMILES | KOR beta-arrestin-1 | NOD1 inhibition | HIV fusion peptide | West Nile virus CPE | HEK293 NOD2/NF-kB | AID2073 | NS5 inhibitors | Yfh1-depleted yeast | KOR beta-arrestin-2 | others
Cc1ccc(C(=O)NC2=NCCS2)cc1 | 46.1% | -11.7% | -2.0% | 0.2% | -66.4% | 3.8% | / | i | -1.3%
CC(C)c1ccc2c(c1)C(=O)NC(C)(C)C2 | 1.7% | -15.8% | 1.6% | -0.4% | -1.2% | -1.3% | -2.9% | i | -5.2%
CCCOC(=O)Nc1c(C)cccc1C(C)C | -38.9%[20 µM] | -15.9% | -0.2% | 0.8% | -7.7% | -1.8% | -6.2% | i | -3.2%
FC(F)(F)c1cccc(NC(=S)NCCc2ccccn2)c1 | -9.3% | -25.4% | 2.5% | -0.5% | 3.4% | -13.4% | -2.7% | i | 1.7% | NS5 inhibitors pilot replicate=-3.0
O=C(CCc1nc(-c2ccccc2)no1)NCc1cccnc1 | 8.8% | -15.9% | 0.2% | 0.5% | 6.9% | 2.5% | -0.8% | i | 3.0%
O=C(c1ncn[nH]1)N1CCN(c2nc(-c3ccccc3)cs2)CC1 | -25.5% | -2.8% | 0.8% | 0.3% | -12.9% | -18.1% | -5.0% | i | 4.7%
Cc1cccc(C(=O)Nc2ccc(N3CCN(S(C)(=O)=O)CC3)cc2)c1 | -121.4%[20 µM] | 7.2% | -2.5% | -0.3% | -43.0% | 0.5% | -5.2% | i | 0.7%
COc1cc(OC)cc(C(=O)N2CCN(C(=O)c3cccc(F)c3)CC2)c1 | -22.8% | -15.7% | 1.3% | -0.3% | 1.4% | -18.3% | -5.3% | i | 4.0%
CN(Cc1ccccc1)C(=O)c1ccc(NC2=NC3CS(=O)(=O)CC3S2)cc1 (configuration not stated) | -6.9%[20 µM] | -6.5% | 1.4% | 0.2% | 10.8% | -3.2% | 1.4% | / | 4.0%
CCCCc1cc(=O)oc2c3c(cc(OCC(=O)NCCCO)c12)OC(C)(C)CC3 | 8.0% | -10.9% | -2.7% | -0.5% | 16.0% | 24.9% | 2.6% | / | -3.4%
